Bioassay records (PubChem)
TRPC4 PAM: allosterically enhances the mouse TRPC4 cation channel. Q9QUQ5. HEK293 TRPC4beta/mu-opioid, DAMGO EC20, Fluo-4 Ca2+ flux; active compounds read high. B-score at 10 µM. 310,000 tested, 0.42% active;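 active = B-score of calcium response area above 5 SD of library B-scores, with initial fluorescence ratio within 5 SD of library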;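 note: B-score of integrated fluorescence ratio over time as area under calcium response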
aSyn 5UTR inh: MLPCN primary screen, SNCA 5' untranslated region; alpha-synuclein 5'UTR reporter, inhibitor activity; inhibition, % (tested at 7.5 µM); 300,000 tested, 0.82% active; AID 1813; in the data active = inhibition above about 60%; inconclusive = no clear call, values can overlap the other calls;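 note: H4 neuroglioblastoma cells stably carrying SNCA 5'UTR luciferase fusion; 0% = DMSO wells and 100% = positive control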
KLF5 inh: kruppel-like factor 5 inhibition | inhibition, % at 5 µM | DLD-1 KLF5 promoter-luciferase reporter, luminescence | 290,000 tested, 0.23% active | AID 1700;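 active = inhibition above a per-plate limit of that plate's mean compound inhibition plus 3 SD, cut at about 60% in these data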;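 note: 0% = DMSO wells and 100% = LY294002 at 200 µM; higher means less KLF5 promoter-driven luciferase light; inactives centre near -14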
TRPC6 activator: mouse TRPC6 channel activation. HEK293-TRPC6 membrane potential dye fluorescence; active compounds read high. AID 2550. 310,000 tested, 0.13% active. Q61143. B-score at 10 µM;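 active = B-score of the integrated fluorescence ratio above library mean plus 3 SD, and starting fluorescence ratio within library mean plus 5 SD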;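 note: higher score means more depolarization so channel activation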
Target sequence (Q61143 whole entry, looked up): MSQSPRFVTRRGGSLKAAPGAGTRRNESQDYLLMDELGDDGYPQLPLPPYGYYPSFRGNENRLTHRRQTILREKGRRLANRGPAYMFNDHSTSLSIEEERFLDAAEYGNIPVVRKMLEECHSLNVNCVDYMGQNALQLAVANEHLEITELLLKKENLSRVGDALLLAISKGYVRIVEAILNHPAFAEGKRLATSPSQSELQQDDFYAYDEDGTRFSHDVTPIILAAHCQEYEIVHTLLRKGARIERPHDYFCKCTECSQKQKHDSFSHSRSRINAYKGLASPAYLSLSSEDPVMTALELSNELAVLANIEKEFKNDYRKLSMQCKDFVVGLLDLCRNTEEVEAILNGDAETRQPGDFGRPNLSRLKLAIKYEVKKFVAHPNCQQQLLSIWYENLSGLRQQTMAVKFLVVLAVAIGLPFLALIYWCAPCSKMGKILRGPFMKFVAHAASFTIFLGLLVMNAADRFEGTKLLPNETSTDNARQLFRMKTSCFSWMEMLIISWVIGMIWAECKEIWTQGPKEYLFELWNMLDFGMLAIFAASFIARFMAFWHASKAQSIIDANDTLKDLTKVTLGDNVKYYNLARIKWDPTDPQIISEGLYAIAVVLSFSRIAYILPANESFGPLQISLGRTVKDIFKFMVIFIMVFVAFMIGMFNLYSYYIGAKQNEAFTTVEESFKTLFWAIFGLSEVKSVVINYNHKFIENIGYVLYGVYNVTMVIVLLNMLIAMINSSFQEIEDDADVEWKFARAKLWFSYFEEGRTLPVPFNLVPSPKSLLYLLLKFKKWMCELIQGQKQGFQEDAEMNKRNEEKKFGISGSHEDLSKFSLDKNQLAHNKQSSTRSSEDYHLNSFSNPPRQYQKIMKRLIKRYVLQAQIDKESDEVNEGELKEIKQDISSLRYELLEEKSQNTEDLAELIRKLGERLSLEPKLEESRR
HIF act: HIF pathway transcriptional activation | activation, % at 7.5 µM (by protocol) | 300,000 tested, 0.32% active | AID 1910 | U2OS HRE-luciferase reporter, luminescence; normalized: DMSO 0%, desferrioxamine 100%;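 active = mean activation of at least 10% of the iron chelator positive control signal, with at least half of replicates also reaching 10%; inconclusive = mean and replicate majority disagree about reaching 10%; inactive = mean and most replicates under 10%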
SKKanGAS inh: inhibitors of SKKanGAS S. pyogenes growth in kanamycin (SK-promoter or general growth effect); AID 1662; BacTiter-Glo, 6 h; 300,000 tested, 1.3% active; inhibition, % at 7.5 µM;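 active = mean replicate score, as percent of positive control median, at least 50; inconclusive = mean below 50 but one replicate at or above 50; inactive = mean and every replicate below 50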;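 note: strain carries kanamycin resistance gene driven by streptokinase promoter and grows in 40 µg/ml kanamycin; loss of luminescence reflects streptokinase promoter inhibition or plain growth inhibition; 0% = median of DMSO wells and 100% = positive control at its reference dose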
IEC-6 tox: counter-screen for KLF5 inhibitors: cytotoxicity in IEC-6 cells; IEC-6 cytotoxicity, luminescence viability; 290,000 tested, 0.78% active; AID 1825; inhibition, % at 5 µM; in the data active = inhibition above about 22%;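 note: 0% = plate median of test compound wells and 100% = cytotoxic reference compound wells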
MrgX1 antag: human MrgX1 receptor antagonism, primary screen; B-score at 10 µM; Q96LB2; AID 588676; MRGX1-HEK293 calcium flux, Fluo-4, BAM8-22 antagonism; active compounds read low; 310,000 tested, 1.3% active;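 active = calcium-response B-score plate-corrected more than 3 library SD below zero, starting fluorescence within 5 deviations, no agonist response on first addition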;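 note: peak minus trough fluorescence over baseline after final BAM8-22 challenge near maximal dose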
TRPC6 inh: inhibitors of mouse TRPC6 channel; HEK293-TRPC6, membrane potential dye, ACh-evoked depolarization; active compounds read low; B-score at 10 µM; Q61143; AID 2553; 310,000 tested, 1.1% active;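 active = B-score under library mean minus 3 SD, initial fluorescence not abnormally high, positive integrated signal ratio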;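 note: B-score derived from integrated fluorescence ratio over the kinetic read; more negative B-score means stronger inhibition of depolarization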
TRPC4 block: blocks the mouse TRPC4 cation channel; Q9QUQ5; AID 2247; HEK293 TRPC4beta/mu-opioid, DAMGO-evoked Fluo4 calcium flux; active compounds read low; B-score at 10 µM; 300,000 tested, 0.39% active;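 active = B-score over 3 SD under the library average, no early fluorescence shift, positive overall ratio signal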
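Material: HEK293 cells with stable TRPC4beta plus mu-opioid receptor expression / Probe or stimulus: DAMGO in two steps, submaximal then maximal / Compound: single concentration per test compound / Technique: kinetic Fluo4 fluorescence imaging of calcium influx / Read-out: per-well B score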
TRPC4 agonist: TRPC4 (mouse) channel activation | HEK293 TRPC4beta/mu-opioid, Fluo4 calcium fluorescence; active compounds read high | 310,000 tested, 0.49% active | B-score at 10 µM | Q9QUQ5;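 active = B-score above 5 SD of library B-scores, and initial fluorescence ratio not above library mean plus 5 SD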;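 note: positive B-score marks a calcium rise read as TRPC4 activation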
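System – HEK293 cells stably co-expressing mouse TRPC4beta and mu-opioid receptor · Signal – Fluo4 calcium-sensitive dye fluorescence, kinetic, 1 Hz baseline · Benchmarks – buffer (low) and maximal DAMGO (high) · Read-out – B score of integrated fluorescence ratio per well · Incubation – dye loading 45 min room temperature, 110 s kinetic read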
* hit, by the source's call; i = inactive; ? = inconclusive; . = no result given.

structure	HIF act	TRPC4 block	SKKanGAS inh	TRPC6 inh	aSyn 5UTR inh	TRPC4 agonist	IEC-6 tox	MrgX1 antag	TRPC6 activator	TRPC4 PAM	KLF5 inh
CCSc1ncc(Cl)c(C(=O)Nc2ccc(S(=O)(=O)Nc3ncccn3)cc2)n1	-0.3	i	7	i	5	i	-4	i	i	i	-21
Cn1c(-c2ccccc2)cnc1NCc1ccc(F)cc1	0.7	-7*	3	i	-15	i	-3	.	i	i	-36
NC(=O)c1ccc[n+](CC(=O)NCc2ccc(Cl)cc2)c1	0.3	i	2	i	1	i	-1	i	i	i	-48
N#C/C(=C(/O)c1ccc(C(=O)c2ccccc2)cc1)c1nc2ccccc2[nH]1	-0.2	i	3	i	4	i	7	i	i	i	-4
CCCc1cc(C(=O)Cc2ccccn2)c(O)cc1O	0.8	i	3	i	-13	i	0	i	i	i	-20
CC[n+]1c(/C=C/C=C/N(C(C)=O)c2ccccc2)sc2ccccc21	0.2	i	6	i	3	i	5	i	i	i	-11
COc1ccccc1C(=O)NCCC(=O)NC(C)c1ccc(-n2ccnc2)cc1 (stereo unspecified)	0.0	i	-7	i	-13	i	.	i	i	i	.
Cc1ccc(CS(=O)(=O)CCC(=O)NCCC2=CCCCC2)cc1	0.0	i	1	i	20	i	9	i	i	17*	-8
CCc1n[nH]c(=S)n1/N=C/c1cccc2ccccc12	-0.4	i	1	i	26	i	-1	i	i	i	-45
Cc1ccc(C(=O)N/C(=C\c2ccc(Cl)cc2)C(=O)NCCN2CCOCC2)cc1	0.5	i	1	i	-4	i	-2	i	i	i	-11
CCC(C)(c1ccc(C=O)s1)c1ccc(C=O)s1	-0.6	i	3	i	6	i	-1	i	i	i	-26
CCC1=C(OC(=O)N(CC)CC)N2C(=O)OC(=NCC3CC3)[C@]2(C)[C@H]2C1=CC[C@H]1C(=O)N(CC)C(=O)[C@H]12	-0.4	i	0	i	5	i	.	i	i	i	.
COc1ccc(S(=O)CC(=O)Nc2ccccc2Cl)cc1 (stereo unspecified)	0.0	i	-1	i	-19	i	-3	i	i	i	-5
O=C1N[C@@H](Cc2ccccc2)C(=O)N1CCN1CCOCC1	-0.2	i	2	i	0	i	-3	i	i	i	-4
CC(=O)Nc1ccc(S(=O)(=O)Nc2c(C)n(C)n(-c3ccccc3)c2=O)cc1	-0.2	i	3	i	9	i	-15	i	i	i	-13
Clc1ccc(C2=CSC3=Nc4cccc5cccc(c45)N23)cc1	-0.2	i	59*	i	16	i	1	i	i	i	-38
CCC12CC3CC(C1)CC(C(=O)NNC(N)=O)(C3)C2	-0.1	i	-7	i	20	i	2	i	i	i	-27
C=CCn1c(SCC(=O)c2cc(C)n(Cc3cccs3)c2C)nnc1-c1ccncc1	0.8	i	1	i	13	i	0	i	i	i	-8
CSc1ncccc1C(=O)Nc1nnc(C2CC2)s1	-0.5	i	6	i	-1	i	3	-4.6*	i	i	-41
FC(F)(F)c1nc2ccccc2n1CCNc1nc(CN2CCCCC2)cs1	0.2	i	6	i	-15	i	5	i	i	i	4
CCCC(C(=O)NC(C)(C)C)N(Cc1ccccc1Cl)C(=O)c1snc(C(N)=O)c1N (stereo unspecified)	0.3	i	6	i	5	i	-9	i	i	i	-20
O=C(CSc1n[nH]c(-c2ccccc2Cl)n1)NC1CCCCC1	-33	i	1	i	3	i	1	i	i	i	12
O=C(Cc1ccc(-n2c(=O)c3ccccc3n(Cc3ccccc3Cl)c2=O)cc1)NCC1CCCO1 (stereo unspecified)	0.0	i	-3	i	12	i	-1	i	i	i	-25
Cc1cc(NC(=O)c2cc(-c3cccc(Cl)c3)on2)no1	-0.4	i	3	i	-11	i	-12	i	i	i	5
CCOC(=O)C1CCCN(C(=O)CCCn2c(=O)c3cccn3c3cccnc32)C1 (stereo unspecified)	-0.1	i	0	i	-5	i	-6	i	i	i	-1
COc1ccc(/C=N/NC(=O)CNC(=O)c2cccs2)cc1	0.0	i	0	i	-36	i	-2	i	i	i	-23
CCOc1cc(/C=N/NC(=O)CCc2n[nH]c(=O)[nH]c2=O)ccc1O	-0.2	i	8	i	-7	i	0	i	i	i	-44
CCOc1ccc(C=Nc2cccc3ncccc23)cc1	0.4	i	8	i	-8	i	22	i	i	i	-7
Cc1nc2ccc(C(=O)N3CCSCC3)cc2s1	-43	i	18	i	-42	i	1	i	i	i	-22
Cc1cc(NC(=O)CSc2ccc3nnc(-c4cccc(F)c4)n3n2)no1	-0.2	i	1	i	-15	i	2	i	i	i	-7
COc1ccc(OC)c(CC(=O)Nc2ccc3c(c2)CCC3)c1	0.0	i	-1	i	25	i	1	i	i	i	-2
O=C(NCc1ccco1)c1cc(-c2ccco2)on1	3.9	i	-1	i	-61	i	-4	i	i	i	-62
O=C(CN1CCOCC1)Nc1ccc([N+](=O)[O-])cc1	-22	i	3	i	1	i	0	i	i	i	-43
Cc1c(Cl)cccc1NC(=O)CSc1ncnc2c1cnn2CCO	.	i	.	i	.	i	-3	i	i	i	-11
Cc1ccc2c3c1C(=O)C(=O)N3C(C)(C)CC2C (stereo unspecified)	-0.2	i	1	i	18	i	-1	i	i	i	-9
COC(=O)N1CCN(c2ccc(C)c(C)c2)CC1	1.4	i	-4	i	0	i	-5	i	i	i	-44
COc1cc2[nH]c(=O)n(CCCCCC(=O)NCCCN3CCOCC3)c(=O)c2cc1OC	-0.4	i	7	i	11	i	-4	i	i	i	-27
O=C(COc1ncnc2ccccc12)N1CCOCC1	0.7	i	-5	i	2	i	-4	i	i	i	-37
CC(C)n1c(NCc2ccc(Cl)cc2)nc2ccccc21	-0.9	i	5	i	-3	i	3	i	i	i	-10
O=C(NCCC(=O)N1CCCCC1)c1ccccc1Cl	0.6	i	3	i	-15	i	4	i	i	i	-10
O=C(COC(=O)CNC(=O)C1CCCCC1)Nc1ccc(Cl)cn1	-1.1	i	5	i	-17	i	-6	i	i	i	11
O=C1c2ccccc2-c2c1cccc2C(=O)N(CCO)CCO	0.1	i	3	i	32	i	-3	i	i	i	-19
COc1ccc(S(=O)(=O)NCCN2CCOCC2)cc1Br	-1.5	i	-3	i	-12	i	-6	i	i	i	-5
O=C(CN1CCCCCC1)N1c2ccccc2Sc2ccc(C(F)(F)F)cc21	-0.8	i	-1	-5.2*	38	i	2	i	i	i	-1
O=C(c1ccc2c(c1)N(Cc1ccccc1)CCS2)N1CCCCC1	0.0	i	-9	i	14	i	0	i	i	i	-5
CCC(=O)Oc1ccc2ccccc2c1CNC(=O)c1ccccc1	-0.3	i	5	i	12	i	1	i	i	i	-5
Cn1nnnc1SCC(=O)NCCc1ccc(Cl)cc1	-0.3	i	-2	i	6	i	-2	i	i	i	-24
CC1=NN(c2ccc(C)cc2)C(=O)/C1=C/c1ccc(-c2cc([N+](=O)[O-])ccc2O)o1	1.4	i	34	i	4	i	1	.	i	i	-34
Cc1ccc(NN=C2C(=O)OC(C)(C)OC2=O)c(C)c1	1.8	i	4	i	-140	i	0	i	i	i	-43
Clc1ccc(C2=NCCn3nc4ccccc4c32)cc1	2.0	i	2	i	1	i	.	i	i	i	.

Remaining list, next part.
structure	HIF act	TRPC4 block	SKKanGAS inh	TRPC6 inh	aSyn 5UTR inh	TRPC4 agonist	IEC-6 tox	MrgX1 antag	TRPC6 activator	TRPC4 PAM	KLF5 inh
CS(=O)(=O)NCCNC(=O)c1cc(OCC(F)(F)F)ccc1OCC(F)(F)F	-0.6	i	-2	i	-2	i	2	i	i	i	-16
COc1ccc(NC(=O)CN(C)C(=O)c2ccccc2Sc2ncnc3sc(C)c(C)c23)cc1	0.1	i	12	i	1	i	.	i	i	i	.
O=c1c2cc(N3CCOCC3)ccc2[nH]c(=S)n1Cc1ccccc1Cl	0.1	i	1	i	-1	i	1	i	i	i	-8
O=Nc1c(O)c2ccccc2c2ccccc12	-4.5	i	66*	i	47	i	.	i	i	i	.
CCOc1ccc2nc(COC(=O)c3ccncc3)c(C(=O)c3ccccc3)[n+]([O-])c2c1	2.2	i	4	i	-60	i	-2	i	i	i	-27
CCC(C)(C)NC(=O)CCCSc1nc2ccccc2s1	2.0	i	-2	i	-154	i	1	i	i	i	-31
Nc1nc2ccccc2n1/N=C/c1ccc(-c2ccccc2)o1	1.8	i	?	i	-191	i	2	i	i	i	-107
COC(=O)c1cc(C(=O)Nc2cccc(C)n2)cc([N+](=O)[O-])c1	-0.7	i	4	i	-19	i	3	i	i	i	1
O=C(Cn1c(=O)c2c(ncn2Cc2ccccc2)n(Cc2ccccc2)c1=O)N1CCCC1	-0.5	i	-11	i	1	i	-4	i	i	i	-9
CCCCn1c(N)c(N(CCOC)C(=O)c2ccc(S(=O)(=O)N(CC)c3ccccc3)cc2)c(=O)[nH]c1=O	-0.3	i	2	i	2	i	.	i	i	i	.
COC(=O)CNC(c1ccccc1)c1cc(C)ccc1NC(=O)CNC(=O)OCc1ccccc1 (stereo unspecified)	-0.4	i	-2	i	23	i	19	i	i	i	7
CCC(=O)OCC(=O)c1c(N)n(Cc2ccccc2)c(=O)n(C)c1=O	-0.1	i	3	i	23	i	-2	i	i	i	-25
CCN1CCN(C(=O)c2ccc(N3CC4CC(C3)c3cccc(=O)n3C4)c([N+](=O)[O-])c2)CC1 (stereo unspecified)	0.1	i	-6	i	-5	i	-6	i	i	i	-33
COCCNC(C)C(=O)Nc1ccc(Br)cc1 (stereo unspecified)	-0.3	i	-1	i	-10	i	-2	i	i	i	6
COc1ccc(C)cc1Nc1n[n+](-c2ccccc2)c(-c2ccc(OC)c(OC)c2OC)s1	0.7	i	3	i	-22	i	4	i	i	i	-15
COc1ccc(S(=O)(=O)N2CCCC(C(=O)N3CCN(C)CC3)C2)cc1Cl (stereo unspecified)	-0.2	i	-9	i	4	i	6	i	i	i	-11
CSc1ccc(CCNC(=O)CS(=O)(=O)Cc2nc(-c3ccccc3F)oc2C)cc1	-0.5	i	-5	i	18	i	1	i	i	i	-23
Cc1cc(C)cc(OCC(=O)OCc2nnc(-c3ccccc3)o2)c1	-0.5	.	0	i	9	i	-6	i	i	i	-24
